Bioassay records from PubChem.
RGS4 inh: inhibitors of human RGS4. actives 0.45% (n = 310,000). B-score at 10 µM. HEK293 M3R/RGS4 inducible, Fluo-4 calcium flux; stronger effect = higher value; triggered by carbachol at its EC20. AID 463165;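 active = B-score, a plate-corrected calcium signal, over three deviations above library mean, with baseline fluorescence within five deviations of library mean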;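 note: RGS4 expression induced by doxycycline in cells with stable M3 receptor; B-score is computed from the integrated fluorescence ratio over baseline after carbachol; higher B-score means a larger calcium signal and so more RGS4 inhibition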
Target sequence (P49798 whole entry, looked up): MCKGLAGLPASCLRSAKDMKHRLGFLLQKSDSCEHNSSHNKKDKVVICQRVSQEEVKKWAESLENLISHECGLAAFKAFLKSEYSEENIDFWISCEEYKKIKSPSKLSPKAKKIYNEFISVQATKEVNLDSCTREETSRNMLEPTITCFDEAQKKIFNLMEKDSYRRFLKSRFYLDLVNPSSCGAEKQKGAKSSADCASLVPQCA
Platelet DG rel: platelet dense granule release activity; human platelet-rich plasma, SFLLRN dense granule ATP release, luminescence; inhibition, %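 (compounds screened at 7.5 µM in platelet-rich plasma)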; actives 0.22% (n = 300,000);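 active = mean replicate score, as percent of positive control, at or above 50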
HIF activator: HIF pathway transcriptional activation; U2OS HRE-luciferase reporter, luminescence; normalized: DMSO 0%, desferrioxamine 100%; activation, % at 7.5 µM (by protocol); actives 0.32% (n = 300,000);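 active = mean activation of at least 10% of the iron chelator positive control signal, with at least half of replicates also reaching 10%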
SKKanGAS inh: SKKanGAS growth inhibition. S. pyogenes SKKanGAS, kanamycin growth, BacTiter-Glo, 6 h. inhibition, % at 7.5 µM. actives 1.3% (n = 300,000). AID 1662;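 active = mean replicate score, as percent of positive control median, at least 50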;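 note: strain carries kanamycin resistance gene driven by streptokinase promoter and grows in 40 µg/ml kanamycin; loss of luminescence reflects streptokinase promoter inhibition or plain growth inhibition; 0% = median of DMSO wells and 100% = positive control at its reference dose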
MrgX1 antagonist: human MrgX1 receptor antagonism, primary screen; B-score at 10 µM; actives 1.3% (n = 310,000); MRGX1-HEK293 calcium flux, Fluo-4, BAM8-22 antagonism; stronger effect = lower value; AID 588676; Q96LB2;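 active = calcium-response B-score plate-corrected more than 3 library SD below zero, starting fluorescence within 5 deviations, no agonist response on first addition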;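 note: peak minus trough fluorescence over baseline after final BAM8-22 challenge near maximal dose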
Target sequence (Q96LB2 whole entry, looked up): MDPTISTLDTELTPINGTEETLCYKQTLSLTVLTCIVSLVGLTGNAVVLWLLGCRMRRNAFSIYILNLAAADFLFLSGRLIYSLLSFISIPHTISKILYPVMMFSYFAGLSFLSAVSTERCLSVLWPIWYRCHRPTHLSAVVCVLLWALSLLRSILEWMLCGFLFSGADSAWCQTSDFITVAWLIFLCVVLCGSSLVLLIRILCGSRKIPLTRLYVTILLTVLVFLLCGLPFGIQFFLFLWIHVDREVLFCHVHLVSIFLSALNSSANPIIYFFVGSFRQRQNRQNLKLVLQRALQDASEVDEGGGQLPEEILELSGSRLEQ
TRPC4 inh: inhibitors of mouse TRPC4 channel; HEK293 TRPC4beta/mu-opioid, DAMGO-evoked Fluo4 calcium flux; stronger effect = lower value; B-score at 10 µM; actives 0.39% (n = 300,000); AID 2247;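 active = B-score over 3 SD under the library average, no early fluorescence shift, positive overall ratio signal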
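Assay system: Stable TRPC4beta/mu-opioid receptor HEK293 cells | Reagent: DAMGO in two steps, submaximal then maximal | Compound dosing: Single concentration per test compound | Signal: Fluo4 Ca2+ flux fluorescence | Evaluation: Per-well B score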
MrgX1 ag: agonists of human MrgX1 receptor | MrgX1-HEK293 cells, Fluo-4 calcium fluorescence, agonist mode; stronger effect = higher value | B-score at 10 µM | AID 588627 | actives 0.44% (n = 310,000);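 active = calcium response B-score plate-corrected fluorescence ratio at least 3 library SD, with starting fluorescence B-score inside 5 SD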
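times = overnight plating, then 30 min 37 °C plus 30 min room-temperature dye loading | assay system = stable human MrgX1 HEK293 cell line | input = fifteen thousand cells per well | signal = kinetic calcium dye fluorescence, Fluo-4 NW | dosing = compound delivered in addition one of three | read-out = B-scored fluorescence response ratio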
TRPC6 act: activators of mouse TRPC6 channel; Q61143; actives 0.13% (n = 310,000); HEK293-TRPC6 membrane potential dye fluorescence; stronger effect = higher value; AID 2550; B-score at 10 µM;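 active = B-score of the integrated fluorescence ratio above library mean plus 3 SD, and starting fluorescence ratio within library mean plus 5 SD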;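 note: higher score means more depolarization so channel activation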
TRPC6 inhibitor: blocks the mouse TRPC6 cation channel; Q61143; actives 1.1% (n = 310,000); AID 2553; HEK293-TRPC6, membrane potential dye, ACh-evoked depolarization; stronger effect = lower value; B-score at 10 µM;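 active = B-score under library mean minus 3 SD, initial fluorescence not abnormally high, positive integrated signal ratio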;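 note: B-score derived from integrated fluorescence ratio over the kinetic read; more negative B-score means stronger inhibition of depolarization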
RGS4 pot: RGS4 potentiation or activation. B-score at 10 µM. HEK293 M3R/inducible RGS4, carbachol calcium flux Fluo4; stronger effect = lower value. AID 463111. actives 0.92% (n = 310,000);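 active = B-score of the integrated calcium signal more than 4 SD below the library mean, with starting fluorescence not abnormally high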;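 note: negative B-score means reduced calcium response which marks RGS4 activation or potentiation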
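Material: M3R-expressing HEK293 line, RGS4 induced by doxycycline | Schedule: Overnight RGS4 induction, 30 min dye load 37 °C, 20 min compound RT | Measured by: Fluo4 fluorescence kinetic imaging of calcium | Read-out: Integrated calcium ratio converted to B score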
MrgX1 allo act: allosterically activates human MrgX1 receptor signaling | MrgX1-HEK293, Fluo-4 calcium flux, FDSS; stronger effect = higher value | B-score at 10 µM | actives 0.63% (n = 310,000);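 active = plate-corrected calcium response at least 3 library SD above typical, normal starting fluorescence, not activating the receptor alone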;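 note: compound read alongside a low EC10 to EC30 dose of BAM8-22 agonist; peak minus trough fluorescence over baseline measured at the second addition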
* marks the source's active call; other numbers are inactive results.

`CC(=O)Nc1c2c(nn1-c1ccccc1C)CSC2` gave RGS4 inh inactive, Platelet DG rel -8.1, HIF activator 0.2, SKKanGAS inh 2.4, MrgX1 antagonist inactive, TRPC4 inh inactive, MrgX1 ag inactive, TRPC6 act inactive, TRPC6 inhibitor inactive, RGS4 pot inactive and MrgX1 allo act inactive.
`O=S(=O)(c1ccccc1S(=O)(=O)N1CCCCC1)N1CCCCC1` gave RGS4 inh inactive, Platelet DG rel 0.1, HIF activator -0.6, SKKanGAS inh -4.4, MrgX1 antagonist inactive, TRPC4 inh inactive, MrgX1 ag inactive, TRPC6 act inactive, TRPC6 inhibitor inactive, RGS4 pot inactive and MrgX1 allo act inactive.
COc1cccc(CNC(=O)CN(c2ccc(C(C)C)cc2)S(=O)(=O)c2c(C)noc2C)c1 was read as RGS4 inh inactive, Platelet DG rel 0.6, HIF activator -0.4, SKKanGAS inh 2.2, MrgX1 antagonist inactive, TRPC4 inh inactive, MrgX1 ag inactive, TRPC6 act inactive, TRPC6 inhibitor inactive, RGS4 pot inactive and MrgX1 allo act inactive.
Screening Cc1ccnc(NS(=O)(=O)c2ccc(NC(=O)c3snnc3C)cc2)n1 returned RGS4 inh inactive, Platelet DG rel -1.3, HIF activator 0.7, SKKanGAS inh -3.1, MrgX1 antagonist inactive, TRPC4 inh inactive, MrgX1 ag inactive, TRPC6 act inactive, TRPC6 inhibitor inactive, RGS4 pot inactive and MrgX1 allo act inactive.
`COc1ccccc1CN1CC(C(=O)NCc2cccc(C)n2)CCC1=O` (stereo not drawn) gave RGS4 inh inactive, Platelet DG rel -3.9, HIF activator -0.6, SKKanGAS inh -2.3, MrgX1 antagonist inactive, TRPC4 inh inactive, MrgX1 ag inactive, TRPC6 act inactive, TRPC6 inhibitor inactive, RGS4 pot inactive and MrgX1 allo act inactive.
`CN(C)c1ccc(C2CC(=O)NC3=C2C(=O)CC(C)(C)C3)cc1` (stereo not drawn) gave RGS4 inh inactive, Platelet DG rel 3.9, HIF activator -0.2, SKKanGAS inh -1.1, MrgX1 antagonist inactive, TRPC4 inh inactive, MrgX1 ag inactive, TRPC6 act inactive, TRPC6 inhibitor inactive, RGS4 pot inactive and MrgX1 allo act inactive.
For O=S(=O)(Nc1ncccn1)c1ccc(NC(=S)NCCc2ccccc2)cc1 the results were RGS4 inh inactive, Platelet DG rel 4.0, HIF activator -0.2, SKKanGAS inh -0.8, MrgX1 antagonist inactive, TRPC4 inh inactive, MrgX1 ag inactive, TRPC6 act inactive, TRPC6 inhibitor inactive, RGS4 pot inactive and MrgX1 allo act inactive.
Screening CCCCC[n+]1ccn(C2=C([O-])c3ccccc3C(=O)/C2=N\S(=O)(=O)c2ccc(Cl)cc2)c1 returned RGS4 inh inactive, Platelet DG rel 4.2, HIF activator -1.8, SKKanGAS inh 73.1*, MrgX1 antagonist inactive, TRPC4 inh inactive, MrgX1 ag inactive, TRPC6 act inactive, TRPC6 inhibitor inactive, RGS4 pot inactive and MrgX1 allo act inactive.
CCCn1c(C(C)Nc2nc(C)cs2)nc2cc(Cl)c(Cl)cc21 (stereo not drawn) was read as RGS4 inh inactive, Platelet DG rel 0.6, HIF activator 0.4, SKKanGAS inh 19.4, MrgX1 antagonist inactive, TRPC4 inh inactive, MrgX1 ag inactive, TRPC6 act inactive, TRPC6 inhibitor inactive, RGS4 pot inactive and MrgX1 allo act inactive.
Screening CCc1ccc(CN2CCC(n3nccc3NC(=O)C3CCCC3)CC2)cc1 returned RGS4 inh inactive, Platelet DG rel 16.1, HIF activator 0.4, SKKanGAS inh -6.2, MrgX1 antagonist inactive, TRPC4 inh inactive, MrgX1 ag inactive, TRPC6 act inactive, TRPC6 inhibitor inactive, RGS4 pot inactive and MrgX1 allo act inactive.
O=C(CSc1ccc(-c2cccnc2)nn1)Nc1ccccc1C(F)(F)F was read as RGS4 inh inactive, Platelet DG rel -8.7, HIF activator -0.2, SKKanGAS inh -2.6, MrgX1 antagonist inactive, TRPC4 inh inactive, MrgX1 ag inactive, TRPC6 act inactive, TRPC6 inhibitor inactive, RGS4 pot inactive and MrgX1 allo act inactive.
`COc1ccc(OC)c(CN(CCCN2CCOCC2)S(=O)(=O)c2ccc(NC(C)=O)cc2)c1` gave RGS4 inh inactive, Platelet DG rel 2.9, HIF activator -0.2, SKKanGAS inh -1.9, MrgX1 antagonist inactive, TRPC4 inh inactive, MrgX1 ag inactive, TRPC6 act inactive, TRPC6 inhibitor inactive, RGS4 pot inactive and MrgX1 allo act inactive.
COc1ccc(NC(=O)Cc2nnc(SCC(=O)Nc3nccs3)n2C)cc1 was read as RGS4 inh inactive, Platelet DG rel 32.3, HIF activator -0.5, SKKanGAS inh 0.5, MrgX1 antagonist inactive, TRPC4 inh inactive, MrgX1 ag inactive, TRPC6 act inactive, TRPC6 inhibitor inactive, RGS4 pot inactive and MrgX1 allo act inactive.
`COc1ccc(N2CC(C(=O)Nc3ccc(S(=O)(=O)N4CCCC4)cc3)CC2=O)cc1` (stereo not drawn) gave RGS4 inh inactive, Platelet DG rel 7.7, HIF activator -2.5, SKKanGAS inh 0.9, MrgX1 antagonist inactive, TRPC4 inh inactive, MrgX1 ag inactive, TRPC6 act inactive, TRPC6 inhibitor inactive, RGS4 pot inactive and MrgX1 allo act inactive.
`Cc1ccc(N(C(=O)Cc2cccs2)C(C(=O)NCC2CCCO2)c2ccncc2)cc1` (stereo not drawn) gave RGS4 inh inactive, Platelet DG rel 5.0, HIF activator 0.6, SKKanGAS inh -3.4, MrgX1 antagonist inactive, TRPC4 inh inactive, MrgX1 ag inactive, TRPC6 act inactive, TRPC6 inhibitor inactive, RGS4 pot inactive and MrgX1 allo act inactive.
Screening COc1cccc(S(=O)(=O)NCC(=O)N2CCCC2)c1 returned RGS4 inh inactive, Platelet DG rel -1.8, HIF activator -12.1, SKKanGAS inh -2.9, MrgX1 antagonist inactive, TRPC4 inh inactive, MrgX1 ag inactive, TRPC6 act inactive, TRPC6 inhibitor inactive, RGS4 pot inactive and MrgX1 allo act inactive.
Screening Fc1cccc(Cl)c1-c1nnc2ccc(C(F)(F)F)cn12 returned RGS4 inh inactive, Platelet DG rel -1.8, HIF activator -1.3, SKKanGAS inh -11.7, MrgX1 antagonist inactive, TRPC4 inh inactive, MrgX1 ag inactive, TRPC6 act inactive, TRPC6 inhibitor inactive, RGS4 pot inactive and MrgX1 allo act inactive.
For COc1ccc(CCN(C(=O)c2cccc(F)c2)C2CC(=O)N(c3ccc(OC)cc3)C2=O)cc1 (stereo not drawn) the results were RGS4 inh inactive, Platelet DG rel -0.1, HIF activator -0.1, SKKanGAS inh 1.3, MrgX1 antagonist inactive, TRPC4 inh inactive, MrgX1 ag inactive, TRPC6 act inactive, TRPC6 inhibitor inactive, RGS4 pot inactive and MrgX1 allo act inactive.
O=C(Nc1ccccc1F)c1ccc(S(=O)(=O)NCC2CCCO2)cc1 (stereo not drawn) was read as RGS4 inh inactive, Platelet DG rel 5.7, HIF activator 0.1, SKKanGAS inh 3.3, MrgX1 antagonist inactive, TRPC4 inh inactive, MrgX1 ag inactive, TRPC6 act inactive, TRPC6 inhibitor inactive, RGS4 pot inactive and MrgX1 allo act inactive.
COc1ccccc1CN1CCNC(=O)C1CC(=O)N(C)Cc1cnccn1 (stereo not drawn) was read as RGS4 inh inactive, Platelet DG rel -3.8, HIF activator -0.1, SKKanGAS inh -3.9, TRPC4 inh inactive, TRPC6 act inactive, TRPC6 inhibitor inactive and RGS4 pot inactive.
Screening CCC(c1nnc(SCc2nc3ccccc3s2)n1Cc1ccccc1)N(C)C (stereo not drawn) returned RGS4 inh inactive, Platelet DG rel 2.9, HIF activator 3.2, SKKanGAS inh -1.2, MrgX1 antagonist inactive, TRPC4 inh inactive, MrgX1 ag inactive, TRPC6 act inactive, TRPC6 inhibitor inactive, RGS4 pot inactive and MrgX1 allo act inactive.
For O=C(NC(=S)Nc1ccc(CN2CCOCC2)cc1)c1ccc([N+](=O)[O-])cc1Cl the results were RGS4 inh inactive, Platelet DG rel 8.3, HIF activator -0.2, SKKanGAS inh -7.0, MrgX1 antagonist inactive, TRPC4 inh inactive, MrgX1 ag inactive, TRPC6 act inactive, TRPC6 inhibitor inactive, RGS4 pot inactive and MrgX1 allo act inactive.
For CCC(C)NC(=O)Cn1cnc([N+](=O)[O-])c1 (stereo not drawn) the results were RGS4 inh inactive, Platelet DG rel -1.3, HIF activator -0.4, SKKanGAS inh -3.4, MrgX1 antagonist inactive, TRPC4 inh inactive, MrgX1 ag inactive, TRPC6 act inactive, TRPC6 inhibitor inactive, RGS4 pot inactive and MrgX1 allo act inactive.
For CCOC(=O)C1=C(C)NC(=O)NC1c1cccs1 (stereo not drawn) the results were RGS4 inh inactive, Platelet DG rel 1.4, HIF activator 0.0, SKKanGAS inh -3.6, MrgX1 antagonist inactive, TRPC4 inh inactive, MrgX1 ag inactive, TRPC6 act inactive, TRPC6 inhibitor inactive, RGS4 pot inactive and MrgX1 allo act inactive.
Screening Cc1occc1C(=O)Nc1ccc2c(c1)CCC2 returned RGS4 inh inactive, Platelet DG rel 24.1, HIF activator 2.2, SKKanGAS inh 8.8, MrgX1 antagonist inactive, TRPC4 inh inactive, MrgX1 ag inactive, TRPC6 act inactive, TRPC6 inhibitor inactive, RGS4 pot inactive and MrgX1 allo act inactive.
For COc1ccc(CCN=CC2=C(O)CC(C)(C)CC2=O)cc1 the results were RGS4 inh inactive, Platelet DG rel 4.6, HIF activator -0.3, SKKanGAS inh 1.6, MrgX1 antagonist inactive, TRPC4 inh inactive, MrgX1 ag inactive, TRPC6 act inactive, TRPC6 inhibitor inactive, RGS4 pot inactive and MrgX1 allo act inactive.
For Cc1cc(-c2n[nH]c(=S)n2/N=C/C=C/c2ccco2)n[nH]1 the results were RGS4 inh inactive, Platelet DG rel -1.1, HIF activator -0.1, SKKanGAS inh -0.5, MrgX1 antagonist inactive, TRPC4 inh inactive, MrgX1 ag inactive, TRPC6 act inactive, TRPC6 inhibitor inactive, RGS4 pot inactive and MrgX1 allo act inactive.
`Cc1ccc(CN(C(=O)COc2ccc(C)c(C)c2)C2CCS(=O)(=O)C2)o1` (stereo not drawn) gave RGS4 inh inactive, Platelet DG rel -9.1, SKKanGAS inh -1.5, MrgX1 antagonist inactive, TRPC4 inh inactive, MrgX1 ag inactive, TRPC6 act inactive, TRPC6 inhibitor inactive, RGS4 pot inactive and MrgX1 allo act inactive.
